# TTR transcr act: TTR transcription activators in neuroblastoma reporter cells, primary screen, cell-based, luminescence, SH-SY5Y, TTR promoter Gaussia luciferase; 100% = recombinant luciferase protein wells; activation, % at 16.7 µM; hit rate 1.3% among 92,000; AID 1117267, 2014;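 active = activation above the mean of all tested compounds plus 3 SD, cut at about 9.5% in these data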;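 note: cells exposed to compounds for one day before reading; 0% = median of all test compound wells on the plate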
# Starred values were filed as active, the others as inactive. The list is partial (hit frequency here may not be typical).
SMILES,TTR transcr act
CC1(C)CC(=O)c2sc(NS(=O)(=O)Cc3ccccc3)nc2C1,-1.1
C/C(=N/NS(=O)(=O)c1ccc(Cl)cc1)c1ccncc1,3.6
CC1(C)CCc2cc(CN3CCN(c4ccccn4)CC3)ccc2O1,1.1
O=C(CCn1cnc2ccccc21)N/N=C/c1ccccc1O,-0.2
CN(C)C(C)(C)/C=C/C(O)(c1ccccc1)c1ccccc1,1.6
COC(=O)CC(=O)CSc1nc(C)cc(C)c1C#N,2.9
C#Cc1cc(N2CCN(C(=O)c3ccoc3)CC2)n2nc(-c3cccc(Cl)c3)cc2n1,-2.8
O=C(C1CCC(CNS(=O)(=O)c2ccc(F)cc2)CC1)N1CCOCC1 (configuration not stated),-1.0
C=CCOC(=O)C1=C[C@H](c2ccc(Br)cc2)C[C@H](OCCCCO)O1,-0.4
Cc1ccc(S(=O)(=O)N(Cc2ccccc2)c2ccccc2C(=O)NCc2cccnc2)cc1,-2.4
COC(=O)c1cc(S(=O)(=O)Nc2nn(C)c3cccc(F)c23)oc1C,5.8
CC(C)(C)OC(=O)C[C@H]1C/C=C\C[C@@H](CC(=O)N(CCO)Cc2ccccc2)C(=O)NC[C@@H](c2ccccc2)OC1=O,-0.6
CC(C)(C)C(=O)Nc1ccc(C(=O)N/N=C/C2CC3C=CC2C3)cc1 (configuration not stated),1.3
Cc1ccc(Cn2nnc3c(=O)[nH]c(C4CCN(C(=O)c5cccs5)CC4)nc32)cc1,-0.8
O=C(Cn1c(=O)oc2cc(S(=O)(=O)N3CCCCC3)ccc21)N1CCc2ccccc21,0.1
COc1cc(/C=C/C(=O)O)cc(S(=O)(=O)NCC2CCCO2)c1OC (configuration not stated),22*
COc1ccccc1-n1cnc2cc(NCc3ccccc3O)ccc21,0.5
CCNc1nc(NCC)n2c(SCC(=O)Nc3ccccc3)nnc2n1,3.0
Fc1ccc2cnc(-c3ccccc3)c(-c3cccc(C(F)(F)F)c3)c2c1,1.2
CC(=O)c1ccc(S(=O)(=O)Nc2ccc(-c3ccc4nnc(C)n4n3)cc2)cc1,-0.6

# Molecules shown so far that contain fluorine (three):
SMILES,TTR transcr act
O=C(C1CCC(CNS(=O)(=O)c2ccc(F)cc2)CC1)N1CCOCC1 (configuration not stated),-1.0
COC(=O)c1cc(S(=O)(=O)Nc2nn(C)c3cccc(F)c23)oc1C,5.8
Fc1ccc2cnc(-c3ccccc3)c(-c3cccc(C(F)(F)F)c3)c2c1,1.2

# Next section
SMILES,TTR transcr act
COc1cc(C(=O)Nc2ccc(S(=O)(=O)N3CCCCC3C)cc2)cc(OC)c1OC (configuration not stated),-0.9
CCOC(=O)C1(C)CCN1C(=O)c1cc(OC)ccc1Br (configuration not stated),-0.3
CCSC1=C(C#N)C(c2cccc(O)c2)CC(=O)N1 (configuration not stated),-0.3
COc1nc(-c2ccccc2)ncc1S(=O)(=O)c1ccccc1,1.1
CN(C)C(=O)N1CCN(S(=O)(=O)c2ccc3ccccc3c2)CC1,-0.8
CC(=O)Nc1ccc(OCC(=O)NCCc2ccccc2)cc1,-1.7
COc1ccc(CC(=O)OCC(=O)Nc2cccnc2Cl)cc1OC,-2.1
Cc1cc(C)c[n+](-c2nc3ccccc3nc2[N-]S(=O)(=O)c2cccs2)c1,-0.7
CCOC(=O)c1cn(CC)c2ccc(S(=O)(=O)N3CCC(C)CC3)cc2c1=O,3.1
COc1ccc(-c2ccc(=O)n(CC(=O)Nc3nnc(C(C)C)s3)n2)cc1OC,-0.9
CCOC(=O)C(NCCCCl)c1ccccc1 (configuration not stated),1.1
O=c1[nH]c2ccccc2nc1CCc1ccccc1,3.7
COc1cc(NS(=O)(=O)c2ccc(-c3ccc(=O)[nH]n3)o2)cc(OC)c1OC,-0.6
C/C(Nc1ccc(Cl)cc1)=C1/CCOC1=O,-1.3
O=C(NCC(c1ccc(F)cc1)N1CCOCC1)c1ccc(C(=O)c2ccccc2)cc1 (configuration not stated),-1.6
O=C(c1ccc(Cn2cc(Br)cn2)cc1)N1N=C(C(F)F)CC1(O)C(F)F (configuration not stated),-4.0
O=C(COC(=O)c1ccc(S(=O)(=O)N2CCCCC2)cc1)NCc1ccccc1,-0.3
CCCCCCCCNC(=O)c1cnsn1,2.1
COC(=O)c1sc(NC(=O)c2ccc(C)o2)nc1C,0.9
CCCN1CCN(C(=O)Nc2ccc(OCC)cc2)CC1,2.4

# Entries listed so far that contain a tert-butyl group:
SMILES,TTR transcr act
CC(C)(C)OC(=O)C[C@H]1C/C=C\C[C@@H](CC(=O)N(CCO)Cc2ccccc2)C(=O)NC[C@@H](c2ccccc2)OC1=O,-0.6
CC(C)(C)C(=O)Nc1ccc(C(=O)N/N=C/C2CC3C=CC2C3)cc1 (configuration not stated),1.3

# Other records.
SMILES,TTR transcr act
CCOc1cc2[nH]c(=S)n(CCCCC(=O)NCc3ccco3)c(=O)c2cc1OCC,1.1
Cc1ccc2oc(=O)n(CC(=O)c3ccc(F)cc3)c2c1,-0.5
O=C(c1cc(-c2ccc(Cl)cc2Cl)on1)N1CCCC1,1.4
COc1ccc(-c2cc(C(=O)Oc3ccc([N+](=O)[O-])cc3)c3ccccc3n2)cc1,0.1
Cc1nn2c(=O)cc(CSc3ccccc3NC(=O)c3ccccc3)nc2s1,-1.2
CCC(CC)c1nnc(NC(=O)CCN2C(=O)c3ccccc3C2=O)s1,15*
O=C(CNC(=O)c1cccs1)NCC(=O)OCc1ccc(F)cc1,1.4
COc1ccc(-c2cc(=O)c3ccccc3n2C)cc1,-1.6
CN(C)CC(C)(C)CNC(=O)c1cc(=O)c2ccccc2o1,-2.4
COc1cccc(C(=O)NNC(=O)c2ccc3ccccc3c2)c1,1.3
Cc1cccc(-c2nnc(SCC(=O)O)n2Cc2ccccc2)c1,1.1
CCCC1NC(=O)c2cccnc2-n2c1nc1ccc(Cl)cc1c2=O (configuration not stated),-1.0
COCCCNC(=O)Cc1ccc(S(=O)(=O)N2CCOCC2)s1,1.2
COc1ccccc1C(=O)Oc1cc(N)n(S(=O)(=O)c2ccc(C)cc2)n1,-1.3
CC(C)(C)c1cc2nc(N)nc(N)n2n1,3.7
O=C(Nc1cc(Cl)cc(Cl)c1)C(NCCO)c1ccccc1 (configuration not stated),-1.6
COC(=O)C(N)Cc1ccc(OC)c([N+](=O)[O-])c1 (configuration not stated),2.1
Nc1cc(=O)[nH]c(=O)n1CC1CC1,-1.8
CCOC(=O)C1(Cc2ccc(OC)cc2)CCN(C(=O)CCc2cccnc2)CC1,0.8
CC(=O)N1CCN=C1SCc1ccccc1,0.0
COc1ccc2c(c1)C(=O)N1[C@H]3c4cc(Cl)ccc4OC[C@@H]3[C@H](c3ccccc3)[C@]1(C)C(=O)N2,-0.8
COc1ccccc1NC(=O)C(=O)NCc1ccccc1Cl,1.3
Cc1cc(S(=O)(=O)Nc2ccc(C(=O)NCCN3CCOCC3)cc2)ccc1F,-0.4
COc1cccc(NC(=O)CN2CCN(c3nc(-c4cccc(OC)c4)cs3)CC2)c1,-2.0
Brc1ccc(OCc2cn3ccccc3n2)cc1,-1.0
CCCCCCNC(=O)CCNS(=O)(=O)c1ccc(C)cc1,-0.3
Clc1ccc(-c2nnn(Cc3nc4ccccc4s3)n2)cc1,-0.3
Cc1cccc(CSc2nnc(-c3ccccn3)n2N)c1,3.8
CN(C)C(=O)c1cnc(Cc2c[nH]c3ccccc23)c(I)c1,-0.7
Clc1nc2ccccc2cc1/C=N/Nc1nc2ccccc2[nH]1,2.5
CS(=O)(=O)N1CCC(NC(=O)Cc2ccccc2)CC1,-0.6
CCC1(CC)Cc2ccccc2-c2nc(CN3CCOCC3)[nH]c(=O)c21,2.3
CCC(C)NC(=O)C1CCC(CNS(=O)(=O)c2ccc3c(c2)CC(C)N3C(C)=O)CC1 (configuration not stated),2.7
CCCn1c(NC(=O)c2ccccc2Br)nc2ccccc21,2.3
CC(=NCCCn1ccnc1)c1c(-c2ccccc2)[nH]n(-c2nc3ccccc3s2)c1=O,-1.4
CCCN1C(=O)/C(=c2\sc3nc(=O)c(Cc4ccc(C)cc4)nn3c2=O)c2ccccc21,-2.0
COc1ccc(Nc2nc(N)c([N+](=O)[O-])c(NCc3ccccc3)n2)cc1,-1.1
CC1(C)COC(=S)N1CCC#N,0.8
Cc1cc(C)n(CC(=O)NC2CCCc3c2cnn3-c2ccccc2F)n1 (configuration not stated),0.9
CCC(=O)NC(=S)Nc1ccc(NC(=O)COc2ccccc2)cc1,0.2

# Fetched one by one from the list above:
SMILES,TTR transcr act
COc1ccc(-c2cc(=O)c3ccccc3n2C)cc1,-1.6
CC(=NCCCn1ccnc1)c1c(-c2ccccc2)[nH]n(-c2nc3ccccc3s2)c1=O,-1.4
O=C(NCC(c1ccc(F)cc1)N1CCOCC1)c1ccc(C(=O)c2ccccc2)cc1 (configuration not stated),-1.6

# New compounds follow:
SMILES,TTR transcr act
O=C(CCN1CCN(CCO)CC1)Nc1ccc(OCc2ccccc2)cc1,-0.3
COc1ccccc1CN1C(=O)[C@@H]2C(CC(N)=O)NC3(C(=O)Nc4c3ccc(Cl)c4C)[C@@H]2C1=O (some centres not stated),0.8
O=C(/C=C/NCc1cccnc1)c1ccc(-c2ccccc2)cc1,-3.2
Cc1ccccc1NC(=O)[C@@H]1CCCN1S(=O)(=O)c1cccc2cccnc12,-2.0
OCCN1CCN(c2cc(C(F)(F)F)nc3ccccc23)CC1,3.7
Cn1cccc1/C=N/NC(=O)CSc1nc2ccccc2[nH]1,1.6
Cc1ccc(OCc2ccc(C(=O)N3CCCC3)o2)cc1C,-0.6
CCOc1ccc(C(=O)OCC(=O)Nc2cccnc2Cl)cc1OCC,0.8
O=C(Nc1ccc(F)cc1)OCc1cn(Cc2ccccc2Cl)nn1,1.1
O=C(c1ccncc1)c1ccc(Br)cc1,-0.7
Cc1cccc(C(=O)O/N=C(\c2ccccc2)c2cccnc2)c1,1.1
O=C(O)C1CCN(C(=O)c2ccc3c(c2)OCO3)CC1,1.5
c1ccc(CCc2nc3ccccc3[nH]2)cc1,1.0
Cc1noc(C)c1COc1ccc(C(=O)OCC(=O)NC(=O)C2COc3ccccc3O2)cc1 (configuration not stated),2.8
CCCCn1nc(C(=O)N[C@@H](CCSC)c2nc3ccccc3[nH]2)c2ccccc2c1=O,-1.2
COc1cc(OC)cc(C(=O)NCC(=O)N2CCN(S(=O)(=O)c3ccccc3F)CC2)c1,-2.7
O=C(N=C1SC2CS(=O)(=O)CC2N1c1ccc(Br)cc1Cl)C1CC1 (configuration not stated),-0.4
CC1CCCCC1NC(=O)CCNS(=O)(=O)c1cc(Br)cnc1N (configuration not stated),1.8
O=C(O)c1ccccc1C(=O)OCCCCOC(=O)c1ccccc1C(=O)O,0.5
Cc1cc(C(=O)OC(C)C(=O)NC2CCCCC2C)c(C)o1 (configuration not stated),0.8
Cc1noc(C)c1S(=O)(=O)Nc1ccc(C(=O)Nc2ccc(OC(F)(F)F)cc2)cc1,-1.2
c1ccc(SCCOCCN2CCc3ccccc3C2)cc1,-0.6
Cc1cc(NC(=O)CSc2nnnn2-c2cc(Cl)ccc2C)no1,7.2
CN1C[C@@H]2C(c3ccccc3)C3(c4ccccc4)CC2(C3)[C@H]1c1ccccc1 (some centres not stated),-2.8
ClCCn1c(CCl)nc2ccc(Cl)cc21,-1.0
NCCOc1ccccc1OCCN,1.1
Cc1ccc(/C=N/NC(=O)Cn2nc(C)c([N+](=O)[O-])c2C)o1,0.4
C[C@H](NC(=O)c1[nH]cnc1C(=O)N[C@@H](C)CO)c1ccccc1,1.0
COc1ccc(N2CCN(C(CNC(=O)C(=O)NCCCn3ccnc3)c3cccnc3)CC2)cc1 (configuration not stated),-1.2
c1ccc(CCNC2=NCCCS2)cc1,-1.2
CCCCc1c(C)nc2ccccc2c1SCCC(=O)O,0.9
CCN(CC)c1cccc(OC(=O)c2cccnc2Cl)c1,0.1
CCN1C(=O)[C@H]2[C@@H](c3ccc(C)cc3)N3C(=O)N(c4cccc(Cl)c4)C(=O)[C@@]3(CC(C)C)[C@H]2C1=O,0.0
Cc1ccnc(NC(=O)C2CCN(S(=O)(=O)c3ccc4c(c3)CC(C)N4C(=O)C3CCC3)CC2)c1 (configuration not stated),-0.3
CN1CCN(CCOc2cccc(Cl)c2)CC1,1.3
O=C(NCc1ccccc1)C(c1ccc(C(F)(F)F)cc1)n1c(=O)c(-c2cc3ccccc3[nH]2)nc2ccccc21 (configuration not stated),-0.7
CCCC(=O)Nc1cc(C(=O)O)ccc1Sc1ccc(C)cc1,0.0
S=C1N(c2ccccc2)C(c2ccc(Br)cc2)N2CCCN12 (configuration not stated),-0.7
CCOc1ccc(/C=N/NC(=O)CSc2n[nH]c(=O)[nH]c2=O)cc1OC,1.2
Cc1ccc(-c2csc(N3CCC[C@@H]3C(=O)NCCn3c(C(F)(F)F)nc4ccccc43)n2)cc1,-2.2
CC(C)(O)C#Cc1ccc(C(=O)NCCc2ccc(S(N)(=O)=O)cc2)cc1,-1.4
Cc1ccccc1NC(=O)C1CCCN(C(=O)Nc2ccc(F)cc2)C1 (configuration not stated),0.2
COCCOc1ccc(C(F)(F)F)cc1NC(=O)COC(=O)Cc1c[nH]c2ccccc12,7.0
Cc1ccc(CNC(=O)CN(C)S(=O)(=O)c2cnc[nH]2)cc1,1.1
O=C(Nc1ccccc1C(=O)NCCN1CCOCC1)c1cccc([N+](=O)[O-])c1,-1.1
CCCC(C)C(=O)NCc1ccccc1OC (configuration not stated),-0.6
Nc1nc2ccccc2n1/N=C/c1ccc(-c2ccccc2)o1,-5.3
CCOC(=O)CSc1nc(C)cc(Oc2ccc(=O)n(C)n2)n1,0.7
CC(=O)NCCc1cc2ccc(C)c(C)c2[nH]c1=O,0.8
COc1ccc(Cl)cc1C(=O)NNC(=O)c1[nH]c(C)c(C(C)=O)c1C,2.5
Cc1oncc1-c1cn2ccccc2n1,0.6
CC1(C)Cc2nc3oc4c(N5CCOCC5)ncnc4c3cc2CO1,2.5
CCOc1ccc(NC(=O)N(CCCN2CCOCC2)Cc2cccnc2)cc1,1.3
O=C(Cn1cccc1)NCc1cccs1,-1.8

# Single values from above:
# Cc1oncc1-c1cn2ccccc2n1 – TTR transcr act: 0.6
# COCCOc1ccc(C(F)(F)F)cc1NC(=O)COC(=O)Cc1c[nH]c2ccccc12 – TTR transcr act: 7.0
# CCCC(C)C(=O)NCc1ccccc1OC (configuration not stated) – TTR transcr act: -0.6
# Cc1ccccc1NC(=O)C1CCCN(C(=O)Nc2ccc(F)cc2)C1 (configuration not stated) – TTR transcr act: 0.2

# Bioassay records deposited in PubChem by The Scripps Research Institute Molecular Screening Center.
